# Assay outcomes from PubChem BioAssay.
# Tau fluor counter = counter-screen for tau fibril formation inhibitors. actives 0.93% (n = 280,000). AID 1463. tau K18 P301L Alexa594 fluorescence, heparin fibrillization. Potency, µM (titrated, usually from 57.7 µM), for inactives: at the top dose activity change, negative = decrease; also: potency is read from the fitted curve at half-maximal effect; % is scaled to controls: 0 for no effect and ±100 for the full control effect; nearly all actives have a fitted effect of over 55% in size
#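 Human tau K18 P301L (15 uM unlabeled, 0.24 uM Alexa 594-labeled) in 100 mM sodium acetate pH 7 with 20 uM heparin, 6 hr at 37 C. ThT 30 uM added, 1 hr ambient; Alexa 594 FP and total fluorescence read at 555/632 nm.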
# Tau FP inhib = blocks human tau fibril formation measured by polarization | P10636 | K18 P301L tau heparin fibrillization, Alexa594 FP, 6 h | Potency, µM (doses to about 57.7 µM), without a hit: at the highest dose activity, negative = inhibition, usual class: inhibitors | actives 0.39% (n = 280,000) | AID 1468; also: potency is read from the fitted curve at half-maximal effect; % is scaled to controls: 0 for no effect and ±100 for the full control effect; nearly all actives have a fitted effect of over 55% in size
# Target sequence (P10636 561-689 P618L limits assumed): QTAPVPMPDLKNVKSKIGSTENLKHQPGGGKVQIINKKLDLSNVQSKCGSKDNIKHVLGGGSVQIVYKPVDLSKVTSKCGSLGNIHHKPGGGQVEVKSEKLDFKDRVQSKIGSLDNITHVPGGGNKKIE
#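 Human tau K18 […] P301L fragment, 15 uM unlabeled plus 0.24 uM Alexa 594-labeled tau (final), with compound and 20 uM heparin in 100 mM sodium acetate pH 7; 6 hr at 37 C, then Alexa 594 FP read.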
# GLA spleen mod = inhibitors or activators of human alpha-galactosidase in spleen homogenate; human spleen homogenate, 4MU-alpha-Gal fluorescence, 40 min; P06280; Potency, µM (top dose mostly 80 µM), inactives show at the highest dose activity change, negative = inhibition, actives largely listed as inhibitors; actives 0.008% (n = 240,000);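 also: potency is read from the fitted curve at half-maximal effect; 0% = enzyme with vehicle and -100% = no enzyme basal signal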
#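 Fluorogenic readout (Ex 365/Em 440 nm) of 4-methylumbelliferone released from 1 mM 4-MU-alpha-galactoside by spleen homogenate, 40 min at 37C, pH 5.0. Data normalized to no-enzyme and enzyme controls; Hill-equation AC50 from compound titrations.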
# TRb SRC2 PPI = disrupts binding of human TR beta to SRC2 | P10828 | TRbeta-SRC2 peptide binding, fluorescence polarization; receptor liganded with 1 µM T3 | Potency, µM (titrated, usually from 106 µM), for inactives: at the highest dose activity change, negative = inhibition, hits mostly inhibitors | actives 0.065% (n = 280,000);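 also: potency is read from the fitted curve at half-maximal effect; plate controls were bound peptide for no effect and peptide without receptor for full effect; nearly all actives have a fitted effect of over 50% in size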
# Target sequence (P10828 whole entry, looked up): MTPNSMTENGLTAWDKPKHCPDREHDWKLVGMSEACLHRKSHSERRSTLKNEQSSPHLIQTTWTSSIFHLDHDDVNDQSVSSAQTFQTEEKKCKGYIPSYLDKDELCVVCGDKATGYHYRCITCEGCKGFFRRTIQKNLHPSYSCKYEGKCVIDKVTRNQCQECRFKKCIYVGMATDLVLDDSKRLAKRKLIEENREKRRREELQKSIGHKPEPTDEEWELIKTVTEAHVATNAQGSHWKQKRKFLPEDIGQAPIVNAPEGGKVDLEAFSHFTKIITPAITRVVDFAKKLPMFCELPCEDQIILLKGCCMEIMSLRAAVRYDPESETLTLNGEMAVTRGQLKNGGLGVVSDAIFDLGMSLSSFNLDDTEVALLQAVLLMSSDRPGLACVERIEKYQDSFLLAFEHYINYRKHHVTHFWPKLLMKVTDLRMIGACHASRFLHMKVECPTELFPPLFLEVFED
#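 Read-out is fluorescence polarization (555 nm excitation, 632 nm emission) of a Texas Red SRC2 coactivator peptide; loss of signal reflects blocked binding to human TRb ligand-binding domain in the presence of 1 uM T3.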
# NPSR antag = antagonists of human neuropeptide S receptor cAMP signaling; CHO-NPSR cells, cAMP TR-FRET, antagonist mode; AID 1461; Q6W5P4; actives 1% (n = 220,000); Potency, µM (series often up to 38.3 µM), inactives show top-dose activity change, negative = inhibition, actives largely listed as inhibitors; also: potency is read from the fitted curve at half-maximal effect; % is scaled to controls: 0 for no effect and ±100 for the full control effect; nearly all actives have a fitted effect of over 50% in size; many of its hits are not listed in these tables
# Target sequence (Q6W5P4 whole entry, looked up): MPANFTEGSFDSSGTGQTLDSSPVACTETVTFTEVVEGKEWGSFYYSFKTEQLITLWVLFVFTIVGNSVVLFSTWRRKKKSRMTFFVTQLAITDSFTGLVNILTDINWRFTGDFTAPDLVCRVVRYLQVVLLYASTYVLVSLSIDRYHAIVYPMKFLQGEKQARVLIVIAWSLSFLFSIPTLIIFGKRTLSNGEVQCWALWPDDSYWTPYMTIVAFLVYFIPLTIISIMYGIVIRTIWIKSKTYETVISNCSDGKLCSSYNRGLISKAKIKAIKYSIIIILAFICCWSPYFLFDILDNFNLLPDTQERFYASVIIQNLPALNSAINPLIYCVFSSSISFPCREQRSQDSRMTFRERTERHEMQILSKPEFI
# TexasRed fluor = counter-screen for TRb-SRC2 inhibitors: fluorescence interference | Potency, µM (highest dose often 106 µM), without a hit: at the top dose fluorescence change, negative = quenching | TRb/SRC2 Texas Red total fluorescence interference | actives 0.29% (n = 280,000) | AID 1479; active = well fitted curve in either direction with a large enough effect; inconclusive = small, poorly fitted or top-dose-only effect; also: potency is read from the fitted curve at half-maximal effect; % is scaled to controls: 0 for no effect and ±100 for the full control effect
#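 Flags fluorescent or light-absorbing compounds by total fluorescence, S + 2P, at 555 nm excitation and 632 nm emission. Mixture: 20 nM Texas Red SRC2 peptide, 0.6 uM human TRb LBD, 1 uM T3, 5% DMSO; compound exposure 5 h at ambient temperature.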
# CBFb-RUNX1 inh = CBF-beta/RUNX1 interaction disruption. Q01196+Q13951. AlphaScreen CBFb-His/RUNX1-biotin binding, biochemical. Potency, µM (titrated, usually from 59.8 µM), inactives show at the highest dose activity, negative = inhibition, hits mostly inhibitors. 230,000 tested, under 10 active. AID 1477; also: % of control where 0% means no effect
#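 Compounds were screened at multiple concentrations against a preformed CBF-beta(His)/RUNX1(biotin) complex (30 nM of each) for 15 min at room temperature, followed by 90 min with nickel and streptavidin beads and AlphaScreen reading.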
# Epigenetic reg = derepresses silenced GFP reporter in murine cells; actives 0.2% (n = 280,000); Potency, µM (doses to about 53.9 µM), for the others: at the top dose GFP activation, actives largely listed as activators; AID 1865; murine LDR cells, GFP reporter derepression, 30 h; also: potency is read from the fitted curve at half-maximal effect; % of control where 0% means no effect; nearly all actives have a fitted effect of over 60% in size
#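 Murine LDR cells bearing a silenced CMV-driven GFP reporter were exposed to compound for 30 h at 37 C. After PBS washes, GFP-positive cells (20-120 um objects) counted by laser-scanning microplate cytometry.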
# Active calls of the source: *; ? = inconclusive; nt = no result given; [ ] = remark or other dose. Unless noted, calls follow the shape of the dose curve; as a rule, active = well fitted curve in the direction sought with a large enough effect; inconclusive = small, poorly fitted or top-dose-only effect, or another doubt; inactive = no such curve, though single readings can be large; an effect the other way counts as inactive or inconclusive. These rows are one share of the data; the hit share may differ from the screen's.
SMILES,Tau fluor counter,Tau FP inhib,GLA spleen mod,TRb SRC2 PPI,NPSR antag,TexasRed fluor,CBFb-RUNX1 inh,Epigenetic reg
CCC1CCCCN1C(=O)CSc1n[nH]c(-c2ccccc2)n1 (stereo not given),-0.4%,-4.9%,nt,3.8%,nt,-3.0%,nt,3.7%
OC(COc1ccc2ccccc2c1)CN1CCN(c2ccc(F)cc2)CC1 (stereo not given),-11.3%,1.4%,3.4%,-5.6%,-7.0%[46.1 µM],-0.6%,-1.0%,-0.8%
COc1cc(/C=N/Nc2ccc(C(=O)O)cc2)ccc1O,-27.9%,-17.6%,-1.4%,0.8%,-20.5%,-6.8%,?,0.5%
COc1cc2cc(CN(CCN3CCOCC3)C(=O)Nc3ccc(F)cc3)c(=O)[nH]c2cc1OC,-4.2%,6.9%,3.6%,-3.0%,-0.9%,-5.2%,9.4%,0.1%
O=C(Nc1ccc(S(=O)(=O)Nc2ccc(F)cc2)cc1)c1ccc(CN2CCOCC2)cc1,-2.8%,5.4%,8.9%,-6.6%,9.2%,0.6%,1.2%,-6.2%
CN(C)CCCNC(=O)c1cc2c3ccccc3n(C)c2s1,-10.9%,6.8%,-1.6%,2.5%,-0.6%[46.1 µM],-4.5%,-0.9%,-1.1%
Cc1ccc(C(=O)NC2(C(F)(F)F)N=C(c3ccccc3)N(C3CCCCC3)C2=O)cc1 (stereo not given),-16.4%,-11.4%,nt,0.8%,nt,-13.2%,nt,3.2%
Nc1nc(SCC(=O)Nc2ccc3c(c2)OCO3)n[nH]1,-1.0%,-2.0%,3.7%,2.2%,13.6%,-2.9%,9.4%,0.9%
COc1cc(NC(=O)CCCn2c(=S)[nH]c3ccccc3c2=O)cc(OC)c1OC,-17.5%,-10.7%,2.1%,2.0%,1.9%,-8.6%,-1.3%,0.0%
O=[N+]([O-])c1ccccc1S(=O)(=O)NCC1CCC(CNCC2CCc3ccccc3C2)CC1 (stereo not given),-17.8%,4.1%,-1.8%,-2.6%,nt,-4.2%,-1.6%,2.0%
Cc1ccc(C(C(=O)NCc2ccco2)N(C(=O)CNC(=O)c2cccs2)c2ccc(C)cc2)cc1 (stereo not given),-11.2%,-8.8%,-0.3%,-0.5%,-3.6%[46.1 µM],-3.3%,1.9%,5.1%
O=C(Nc1ccc(C(F)(F)F)cc1-c1ccccc1)c1ccccc1,8.2%,6.5%,2.6%,8.0%,-1.0%,-0.9%,-6.5%,-1.1%
CC(=O)c1ccc(OCC(O)CN2CC(C)OC(C)C2)cc1 (stereo not given),3.7%,2.8%,9.0%,8.0%,15.2%[46.1 µM],-3.1%,-2.2%,-4.5%
O=C(CCOc1ccccc1)N(Cc1cccnc1)c1nc2c(F)cccc2s1,-11.4%,0.6%,nt,-2.8%,nt,0.0%,nt,11.6%
COc1ccc(OC)c(/C=N\NC(=O)CSc2nnc(CCCc3ccc(OC)c(C)c3)o2)c1,-23.6%,6.9%,1.7%,2.1%,?,0.1%,0.0%,0.7%
CC1(C)CC(=O)C(C=NCCN2CCN(C(=S)NC3CCCCC3)CC2)=C(O)C1,-0.7%,1.0%,-0.3%,-0.4%[53 µM],15.1%,-1.8%[53 µM],-5.0%,-1.0%
CC(C)(C)CC(C)(C)NCC(O)COCCOc1ccc(Br)cc1 (stereo not given),1.9%,9.6%,17.6%,-8.2%,-26.4%,-3.5%,7.6%,2.0%
Cc1cc(OC(=O)C(C)(C)C)c([N+](=O)[O-])c(=O)[nH]1,-6.0%,?,4.5%,0.5%,16.4%,-3.7%,6.8%,-0.1%
Cc1ccccc1Nc1nc(N)nc(CSc2nc3ccccc3s2)n1,-24.4%,6.2%,-2.3%,1.6%[53 µM],7.9%,-2.4%[53 µM],-7.3%,-1.3%
CSc1ncc(C(=O)Nc2ccccc2C(=O)c2ccccc2)c(C(F)(F)F)n1,-19.2%,-11.6%,nt,7.8%,nt,-1.1%,nt,0.0%
Cc1ccc(NC(=O)CC(C)S(=O)(=O)c2ccc3c(c2)NC(=O)CO3)c(C)c1 (stereo not given),-0.7%,-0.8%,nt,1.1%,nt,2.5%,nt,-1.2%
Cc1nnc(SCC(=O)Nc2ccc(Cl)cn2)s1,-10.6%,-4.7%,-3.5%,-0.8%,3.3%,-1.1%,-4.8%,1.0%
CCCC(C)n1[nH]c(=O)c2c(C)cc(C)nc21 (stereo not given),-2.9%,4.7%,2.4%,5.7%,18.2%[46.1 µM],-5.2%,-2.3%,-1.1%
COc1cc2ncnc(Nc3cccc(Br)c3)c2cc1OC,?,?,-3.6%,-2.6%,nt,-1.5%,7.2%[21.7 µM],-0.3%
COc1ccc(CCNc2nc(-c3ccc(C)cc3)cc(C(F)F)n2)cc1OC,-14.9%,?,nt,-0.5%,nt,-0.4%,nt,-4.1%
O=C(Nc1ccc(N2CCN(C(=O)c3ccccc3)CC2)cc1)c1cc2ccccc2o1,-26.4%,?,-0.1%,-1.3%,?,-2.3%,0.7%,0.0%
CCN(CC)C(=O)Cn1cc(/C=C(\C#N)C(=O)N2CCN(c3ccccc3)CC2)c2ccccc21,-17.5%,7.3%,-5.0%,1.1%,-29.7%[46.1 µM],0.7%,-9.4%,0.0%
Cn1c(C(=O)N2CCC(C(=O)N3CCN(c4ccccc4)CC3)CC2)cc2sccc21,-6.0%,1.9%,nt,7.1%,nt,?,nt,0.0%
O=C(Nc1ccccc1)Nc1cc(Cl)cc(Cl)c1,?,11.2µM*,0.2%,-13.8%,?,1.3%,-0.7%,0.1%
Cc1ccc2c(c1)[nH]c1c(=O)n(CCCN3CCOCC3)cnc12,-5.2%,-5.0%,5.4%,-2.5%,1.8%[46.1 µM],-3.8%,-2.1%,0.8%
O=C(c1cccc(S(=O)(=O)N2CCc3ccccc3C2)c1)N1CCN(c2ccccc2)CC1,-9.5%,?,6.6%,0.3%,4.0%,-1.2%,4.0%,1.1%
O=C(COC(=O)CCC(=O)c1cccs1)Nc1ccccc1[N+](=O)[O-],-7.0%,1.2%,4.2%,-1.4%,1.9%,0.4%,-14.5%,-1.5%
Cc1ccc(OCC(O)CNCc2ccccc2)cc1C (stereo not given),0.0%,1.9%,-7.9%,-6.2%,1.5%,-0.6%,1.7%,8.0%
Cc1ccccc1OC/C(O)=C(\C#N)c1nc2ccccc2[nH]1,1.4%,-9.6%,-12.6%,8.3%,1.6%[46.1 µM],-1.8%,0.7%,-2.8%
Cc1cccc(NC(=S)NN(Cc2ccccc2)c2ccccc2)c1C,-11.6%,1.7%,-5.0%,0.2%,-29.0%[46.1 µM],-3.1%,-10.8%,-1.0%
CN(C(=O)c1ccccc1C(=O)OCC(=O)NCc1cccs1)C1CCCCC1,-4.6%,2.0%,-0.7%,2.9%,-13.2%,2.2%,-6.3%,1.3%
CCCCN(C(=O)CN1CCOCC1)c1c(N)n(CC(C)C)c(=O)[nH]c1=O,-4.6%,2.0%,2.8%,0.1%,-2.6%[46.1 µM],-3.2%,0.1%,-0.9%
COc1ccc(C2=NCC(CSc3nnc(-c4ccc5c(c4)OCO5)o3)S2)cc1 (stereo not given),-25.8%,-2.0%,-10.8%,-4.0%,-22.2%[46.1 µM],1.4%,4.6%,0.6%
CC(=O)Nc1sc(-c2ccccc2)nc1-c1ccccc1,?,-9.1%,-5.7%,-4.4%,-12.4%,-2.6%,1.0%,0.2%
O=c1n(Cc2ccccc2Cl)nc2n1-c1ccccc1SC2,-21.0%,1.2%,2.2%,-2.5%,31.7%,-1.4%,9.2%,4.8%
CCOCCCNC(=O)c1cc2sc(Cl)cc2n1CC,-6.6%,-4.2%,-3.1%,-6.5%,-7.4%[46.1 µM],1.9%,5.5%,-2.0%
CCOC(=O)Cc1csc(NC(=O)/C=C/c2ccco2)n1,5.1%,-11.4%,2.2%,-5.1%,-2.0%,-2.0%,15.4%,-2.6%
CN1CCN(C(=S)SCC(=O)Nc2nc(-c3ccccc3)c(-c3ccccc3)o2)CC1,-20.9%,-3.3%,-0.4%,4.3%,-7.9%,0.1%,6.0%,7.3%
COc1cc(S(=O)(=O)N2CCC(c3nc4ccccc4s3)CC2)ccc1S(=O)(=O)NC1CCCC1,-6.7%,-5.3%,18.0%,2.1%,-7.5%[46.1 µM],-5.4%,-5.8%,3.3%
Cc1nc(SCC(=O)Nc2ccccc2C)cc(-c2ccccc2)n1,-6.6%,3.2%,nt,-2.7%,nt,-17.6%,nt,-1.6%
O=C(NNS(=O)(=O)c1ccc(Cl)cc1)c1sccc1-n1cccc1,-5.6%,-12.3%,-10.4%,-0.5%,-8.1%[46.1 µM],-5.0%,-3.3%,-0.9%
FC(F)(F)c1cc(-c2ccco2)nc(-n2nc(C(F)(F)F)cc2C2CC2)n1,-16.8%,-0.5%,4.7%,-1.6%,-27.8%[46.1 µM],-3.4%,3.7%,-0.3%
CCOC(=O)Cn1cnc2sc3c(c2c1=O)CCC3,7.2%,4.1%,-8.4%,0.3%,2.3%[46.1 µM],-4.4%,11.8%,0.0%
N#C/C(=C\c1ccc(-c2ccccc2[N+](=O)[O-])o1)C(N)=O,-12.6%,-6.0%,2.5%,1.8%,15.3%,-0.9%,2.5%,?

# Some entries already given with just NPSR antag and Epigenetic reg.
Compound	NPSR antag	Epigenetic reg
Cc1cccc(NC(=S)NN(Cc2ccccc2)c2ccccc2)c1C	-29.0%[46.1 µM]	-1.0%
CN(C(=O)c1ccccc1C(=O)OCC(=O)NCc1cccs1)C1CCCCC1	-13.2%	1.3%
CCCCN(C(=O)CN1CCOCC1)c1c(N)n(CC(C)C)c(=O)[nH]c1=O	-2.6%[46.1 µM]	-0.9%
COc1ccc(C2=NCC(CSc3nnc(-c4ccc5c(c4)OCO5)o3)S2)cc1 (stereo not given)	-22.2%[46.1 µM]	0.6%
